# MPTP inh: inhibitors of mitochondrial permeability transition pore; isolated mouse mitochondria, Ca2+ swelling absorbance, 30 min; inhibition, % at 10 µM; actives 1.4% (n = 360,000);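 active = inhibition of 50% or more, scaled per plate between neutral and stimulator controls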;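 also: 0% = DMSO wells given calcium and 100% = 1 mM EGTA wells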
# SENP1 inh: SENP1 (human) catalytic domain inhibition. inhibition, % at 10 µM. Q9P0U3. AID 624204. actives 0.21% (n = 360,000). recombinant SENP1 catalytic domain, CyPet-SUMO1-YPet FRET cleavage;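 active = inhibition at least 30% at 10 µM, raw YFP signal under a set limit, fluorescence ratio 0.5 to 1.5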;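 also: 0% = enzyme with DMSO and 100% = no enzyme wells; some results filed as inactive read as strong as hits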
# Target sequence (Q9P0U3 419-644 limits assumed): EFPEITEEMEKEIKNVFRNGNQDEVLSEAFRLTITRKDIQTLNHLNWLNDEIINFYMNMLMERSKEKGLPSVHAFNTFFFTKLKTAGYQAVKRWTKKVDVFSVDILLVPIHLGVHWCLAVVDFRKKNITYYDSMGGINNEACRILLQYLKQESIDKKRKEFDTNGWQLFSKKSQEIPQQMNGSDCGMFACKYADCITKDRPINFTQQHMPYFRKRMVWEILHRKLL
#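 Assay system – human recombinant His6-tagged SENP1 catalytic domain enzyme · Input – SENP1 enzyme, 20 pM final · Buffer or medium – Tris pH 8 buffer plus EDTA, NaCl, BME, BSA, NP40, catalase · Schedule – 50 min reaction at room temperature · Technique – FRET read of cyan and yellow fluorescence · Control set – no-enzyme wells low, DMSO-plus-enzyme wells high control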
# SENP8 block: blocks human SENP8 cleavage of Nedd8 substrate; actives 0.64% (n = 360,000); Q96LD8; recombinant SENP8, Nedd8 substrate fluorescence; inhibition, % at 20 µM; in the data active = inhibition mostly above about 40%, no sharp cut-off; inactive = mostly below about 27%
# Target sequence (Q96LD8 whole entry, looked up): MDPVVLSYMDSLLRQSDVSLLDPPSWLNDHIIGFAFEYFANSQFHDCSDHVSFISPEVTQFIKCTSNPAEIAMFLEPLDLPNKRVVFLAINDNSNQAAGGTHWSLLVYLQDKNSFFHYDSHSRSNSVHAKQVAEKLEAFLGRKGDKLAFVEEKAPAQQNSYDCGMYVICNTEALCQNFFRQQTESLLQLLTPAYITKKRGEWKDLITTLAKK
# GRIN3A LBD mod: modulates the human NR3A ligand-binding domain | NR3A LBD differential scanning fluorimetry, Tm shift; 0% = protein alone, 100% = glycine-bound protein | Tm shift relative to glycine control, % at 25 µM | actives 2.5% (n = 340,000) | AID 1259313;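 active = melting temperature shift of at least 10% of the positive control shift, at one fixed dose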
# ATG4B inh: inhibitors of human ATG4B cysteine protease; Q9Y4P1; ATG4B cleavage of LC3-PLA2, NBD-HPC fluorescence, 1 h; inhibition, % at 8.33 µM; actives 0.51% (n = 340,000); AID 504462; in the data active = inhibition above about 40%
# PfG6PD inh: PfG6PD (Plasmodium falciparum) enzyme inhibition. PfGluPho enzyme, NADPH resazurin-diaphorase fluorescence. inhibition, % at 20 µM. actives 0.78% (n = 350,000). AID 504690;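 active = inhibition reaching at least a set limit at 20 µM in the primary screen, cut at about 59% in these data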;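 also: 0% = DMSO wells with substrate and 100% = DMSO wells lacking glucose-6-phosphate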
# hIAP activ: increases human intestinal alkaline phosphatase activity. purified human IAP, CDP-Star luminescence, 30 min; active compounds read high; 1 = vehicle-only enzyme, 0 = enzyme-free background. activation factor at 10 µM. actives 0.16% (n = 330,000). AID 2524;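 active = activation factor of the enzyme at least 2-fold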; also: the source names both 10 and 20 µM as test concentration; values of inactives mirror those of a sister screen read the other way
# SENP6 block: SENP6 protease inhibition; Recombinant SENP6 catalytic domain, aminoluciferin luminescence; inhibition, % at 10 µM; actives 1.8% (n = 330,000);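 active = inhibition above about 50% at the single tested dose, limit read from the data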;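 also: plate controls were DMSO wells with enzyme for no effect and DMSO wells lacking enzyme for full effect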
# Target sequence (Q9GZR1 628-1112 limits assumed): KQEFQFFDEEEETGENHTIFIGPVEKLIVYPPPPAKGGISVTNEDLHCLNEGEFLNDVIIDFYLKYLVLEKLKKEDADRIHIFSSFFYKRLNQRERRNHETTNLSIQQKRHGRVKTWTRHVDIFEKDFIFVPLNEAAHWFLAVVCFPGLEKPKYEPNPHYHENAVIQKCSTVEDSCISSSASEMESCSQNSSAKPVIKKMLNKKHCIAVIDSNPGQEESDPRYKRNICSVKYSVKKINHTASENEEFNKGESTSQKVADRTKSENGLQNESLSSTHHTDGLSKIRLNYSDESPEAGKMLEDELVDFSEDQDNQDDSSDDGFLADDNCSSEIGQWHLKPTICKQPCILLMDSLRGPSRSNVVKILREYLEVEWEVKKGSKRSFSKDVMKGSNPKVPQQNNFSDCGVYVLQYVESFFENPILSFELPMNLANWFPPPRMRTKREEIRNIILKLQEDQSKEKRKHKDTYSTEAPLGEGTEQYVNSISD
# Active calls of the source: *; . = not tested or not shown; & = joins results of further samples. Hits appear at their usual frequency; about 6.7% have a hit in one of these screens.
# Every second line gives: MPTP inh	SENP1 inh	SENP8 block	GRIN3A LBD mod	ATG4B inh	PfG6PD inh	hIAP activ	SENP6 block
> CCCn1c(SCc2ccccc2)nc2c1c(=O)[nH]c(=O)n2C
  -1.7	0	11	0	-7	21	0.83	1
> CC1=CC(C)C(C(=O)O)C(C(=O)O)C1 (configuration not stated)
  -0.9	0	8	1	-9	2	0.94	16
> O=C1OCC/C1=C\c1ccc2c(c1)OCO2
  0.0	1	-54	-4	-4	-7	0.94	13
> CCOc1ncccc1C(=O)OCC(=O)N(CC(C)C)C1CCS(=O)(=O)C1 (configuration not stated)
  0.0	1	12	-1	-7	13	1.1	-16
> Cc1ccc(-c2n[nH]c(=S)n2/N=C/c2ccc(C(=O)O)cc2)cc1
  0.2	2	20	1	-4	17	0.81	-10
> O=C(NCCc1ccccc1)c1cc(S(=O)(=O)N2CCCC2)ccc1F
  -1.2	-4	8	1	-5	-3	0.97	-6
> CCn1cc(CNC(=O)c2cc([N+](=O)[O-])c(C)c([N+](=O)[O-])c2)cn1
  -1.0	0	16	-6	-9	7	1	-22
> O=C(NC1CC1)C1=C[C@@H](c2c[nH]c3ccccc23)C[C@@H](OCc2ccc(CO)cc2)O1
  0.9	-19	-80	1	-6	3	1	4
> CC(=O)Nc1nc(-c2ccc3ccccc3c2)cs1
  0.0	0	8	0	12	-14	1.2	11
> Cc1cc(NC(=O)c2ccccc2)ncc1NC(=O)c1cccs1
  0.0	-3	-4	0	0	12	1.2	64*
> COc1cccc(NS(=O)(=O)c2c(C(=O)N3CCCCCC3)c(C)n(C)c2C)c1
  -0.7	3	6	2	-3	-13	1.1	1
> COc1ccc(/C=N\Nc2ccccn2)c(OC)c1
  0.3	2	-25	1	1	-20	1.2	55*
> CN(C(=O)COc1ccccc1)c1nnc(C23CC4CC(CC(C4)C2)C3)s1
  0.2	1	11	-3	-22	8	0.94	-2
> CC(C)C[C@H](NC(=O)c1nc[nH]c1C(=O)NCC(=O)OC(C)(C)C)C(=O)OC(C)(C)C
  -1.8	1	5	-7	2	16	1.4	-20
> COc1ccc(N(C)C(=O)C2CCN(S(=O)(=O)c3cccc4nonc34)CC2)cc1
  -2.2	0	5	-3	-14	-8	0.89	-14
> Cc1ccc(NC2=NC3(CCCC3)N=C(N)N2)c(C)c1
  -0.7	-1	15	0	-5	1	1.1	3
> CC(C)CC1(C2CCCC2)NC(=O)NC1=O (configuration not stated)
  -0.1	1	14	1	-6	8	.	.
> COc1ccc(N=C2C(=O)Nc3c(C)cccc32)cc1
  -7.7	-2	32	2	-5	16	1	10
> COc1ccc(S(=O)(=O)n2nc(OC(=O)c3cccs3)cc2N)cc1
  -0.4	6	33	-11	-5	12	0.97	-3
> Cc1cc(NC(=O)CSc2nc3ccccc3n2CC(=O)N2CC(C)CC(C)C2)no1 (configuration not stated)
  0.8	1	24	-4	-6	-1	0.84	-16
> CCCc1ccc2oc(C(=O)N3CCC(C(N)=O)(N4CCCCC4)CC3)c(C)c2c1
  -2.5	0	4	-1	-1	17	0.82	-2
> C[C@H](CO)N1C[C@H](C)[C@@H](CN(C)Cc2ccc3c(c2)OCO3)Oc2c(NS(=O)(=O)c3cn(C)cn3)cccc2C1=O
  -2.3	-3	-4	1	-13	9	1.2	0
> COc1ccc(NC(=O)CSc2nc3cccnc3n2C)cc1
  -1.0	-2	4	-2	-5	-14	1.2	3
> O=S(=O)(NCCc1ccccc1)c1ccc(Cl)nc1
  -0.8	1	5	-5	1	-2	1	-13
> Oc1[nH]c2ccccc2c1C=Nc1ccccc1
  3.8	-3	38	2	-5	25	0.98	67*
> CCN1CCC(=NNC(=O)CC23CC4CC(CC(C4)C2)C3)CC1
  17	-6	10	2	-7	-1	1	3
> Cc1c(C(=O)N2CCCCC2)c(S(=O)(=O)N(C)Cc2ccccc2)c(C)n1C
  -2.1	4	8	-1	-2	6	0.94	8
> O=C(O)c1c2c(nc3ccc(S(=O)(=O)N4CCC(C(=O)NC5CCCCCC5)CC4)cc13)CCCC2
  3.0	-13	-24	-2	-10	-11	0.93	9
> COC(=O)c1c(NC(=S)Nc2ccc(F)cc2[N+](=O)[O-])sc2c1CCCCC2
  4.7	-6	11	-1	3	-3	0.96	10
> COC(=O)c1[nH]c2ccccc2c1CN1CCOCC1
  -0.9	-4	-8	-1	-4	2	0.78	-21
> O=C(O)Cc1ccc2sc(-c3ccccc3)nc2c1
  1.3	1	-2	10	-9	-18	0.78	99*
> COc1cccc(NC(=O)NC2(C(=O)N3CCC(O)CC3)CCCCC2)c1
  -1.2	7	8	4	0	7	1	1
> Cc1cnc(C(=O)OCC(=O)Nc2ccc(C)c(S(=O)(=O)N(C)C)c2)cn1
  0.9	-4	12	-1	-9	-5	1	-10
> CN(CC(=O)Nc1ccccc1Cl)C(=O)COC(=O)C1CC1
  0.5	1	15	2	-5	9	0.91	-12
> COc1ccc(CNC(=O)c2ccccc2NC(=O)C2=C(C)OCCS2)cc1
  -0.8	0	2	.	.	-1	.	.
> COc1cc(NC(=S)Nc2cccc(C)n2)cc(OC)c1OC
  1.7	1	8	-2	-2	-9	1	1
> Cc1cc(C)cc(NC(=S)N(CCN(C)C)Cc2cccs2)c1
  -0.2	1	8	1	3	10	0.98	-9
> N#Cc1ccccc1S(=O)(=O)N1CCN(CC(O)COc2ccccc2F)CC1 (configuration not stated)
  0.7	3	16	-1	-1	3	0.97	-20
> COc1ccc(NC(=O)CC(C)CC(=O)NCc2ccc(F)cc2)c(OC)c1 (configuration not stated)
  -0.4	2	5	-4	3	3	1.2	2
> CN(Cc1ccc2nsnc2c1)C(=O)C1CCC(=O)N(CCc2ccccc2)C1 (configuration not stated)
  2.0	0	14	.	.	-4	.	.

# Structures listed so far that contain a nitro group on carbon (2):
# Every second line gives: MPTP inh	SENP1 inh	SENP8 block	GRIN3A LBD mod	ATG4B inh	PfG6PD inh	hIAP activ	SENP6 block
> CCn1cc(CNC(=O)c2cc([N+](=O)[O-])c(C)c([N+](=O)[O-])c2)cn1
  -1.0	0	16	-6	-9	7	1	-22
> COC(=O)c1c(NC(=S)Nc2ccc(F)cc2[N+](=O)[O-])sc2c1CCCCC2
  4.7	-6	11	-1	3	-3	0.96	10

# Next part:
# Every second line gives: MPTP inh	SENP1 inh	SENP8 block	GRIN3A LBD mod	ATG4B inh	PfG6PD inh	hIAP activ	SENP6 block
> Oc1ccc(Cc2ncc(C(F)(F)F)cc2Cl)cc1
  0.6	1	3	-2	2	-18	0.95	13
> Cc1cccc(NC(=O)CSc2nnc(-c3ccccc3)n2N)c1C
  3.8	1	8	-1	5	5	0.9	-5
> COc1ccccc1C1C(C(=O)c2ccc(C)o2)=C(O)C(=O)N1c1cc(C)on1 (configuration not stated)
  -1.6	-10	-23	-3	-4	-6	0.82	7
> O=C1CC(c2ccccc2)CC(O)=C1C=NCC1CCCO1 (configuration not stated)
  7.9	1	10	0	-5	-9	0.94	-8
> CN1CCN(C(=O)c2ccc(Cn3cc(Cl)cn3)o2)CC1
  -0.4	-2	1	2	-7	13	0.88	-28
> Cc1cc(/C=C2\SC(=S)NC2=O)c(C)n1C1CC1
  3.1	-33	8	-8	21	2	1	14
> Cc1cccc(C(=O)Oc2ccc(/C=N/NC(=O)c3ccncc3)cc2)c1
  -0.1	2	6	-16	-8	6	1	-6
> CCOCCCNC(=O)C(c1ccc(C)cc1)N1CCOCC1 (configuration not stated)
  1.1	-1	16	4	1	-17	0.82	8
> CCOC(=O)N1CCC(=NNC(=O)c2ccc(O)cc2)CC1
  0.4	1	17	2	0	-5	0.93	6
> COc1cccc(COC(=O)C2CCN(S(=O)(=O)c3ccc(F)cc3)CC2)c1OC
  -2.3	1	21	-2	-2	-8	1.1	1
> COc1cc(/C=C/C(=O)O)ccc1OS(=O)(=O)c1c(C)c(C)cc(C)c1C
  0.7	0	-4	1	-51	41	1.1	6
> Cc1ccc(-c2nc3ccccc3[nH]2)cc1NC(=O)c1ccc2c(c1)OCO2
  1.7	-1	4	-25	20	29	1.1	-22
> O=C(CSc1nc(=O)n(CCCN2CCOCC2)c2c1CCC2)Nc1cccc(F)c1
  0.0	1	-7	.	-1	-58	0.87	-3
> O=C(N/N=C(\Cc1ncc[nH]1)c1ccccc1)c1ccncc1
  0.4	1	10	-1	7	-11	1.2	2
> COc1ccc(NC(=O)CN(C)C(=O)/C=C/c2ccc(OCc3ccccc3)cc2)cc1
  1.8	-1	8	-1	-5	-2	0.81	14
> C[C@]12CCC(=O)C=C1CC[C@@H]1[C@@H]2[C@@H](O)C[C@@]2(C)[C@H]1CC[C@]2(O)C(=O)COC(=O)CCC(=O)O
  -2.3&-0.8	-6&-6	2&-6	1&1	-2&0	-10&-8	1&1.1	-8&6
> C/C(=N\NC(=O)CCC(=O)Nc1ccc(C)c(C)c1)C1CC1
  1.8	2	2	2	-8	-5	1	-10
> COC(=O)c1ccccc1NC(=O)Cn1c(-c2nonc2N)nc2ccccc21
  -0.7	-16	-4	-3	1	6	0.93	-7
> Cc1ccc(S(=O)(=O)c2c(C)nn(C(C)(C)C)c2OC(=O)C2CCCC2)cc1
  -2.9	1	21	10*	6	24	1.2	-19
> O=c1c2ccccc2ncn1-c1ccc([N+](=O)[O-])cc1Cl
  -1.9	2	19	0	-7	-2	0.89	-13
> Cc1nc2ccccc2nc(C)c1=NOCC(=O)N(c1ccccc1)C(C)C
  -3.1	3	4	-3	0	2	0.9	-20
> CC(=O)N1c2ccc(S(=O)(=O)NCC3CCC(C(=O)NC4CCCCC4)CC3)cc2CC1C (configuration not stated)
  -0.8	1	15	0	-11	3	1.2	6
> CCOc1ccccc1/C=C(\C#N)C(=O)NC1CC1
  1.5	-2	14	-4	-1	0	1.1	-10
> CC1CCCC(C)N1CCNC(=O)CCc1nnc2n(Cc3ccccc3)c(=O)c3ccccc3n12 (configuration not stated)
  -1.5	-28	-3	-2	-1	-10	0.83	6
> CCOc1ccc(N(Cc2ccc(OC)c(OC)c2)C(=O)c2ccco2)cc1
  -1.1	1	-4	-2	-4	-9	1.1	-24
> CC(=O)C1=C(O)C(=O)N(c2cc(C(C)(C)C)on2)C1c1ccc(C(C)C)cc1 (configuration not stated)
  22	-4	-76	-3	9	-21	1	-5
> CCC(C)[C@H](NC(=O)NCCCOC(C)C)C(=O)OC (some centres not stated)
  0.4	0	4	3	-8	-1	0.72	-8
> c1ccc2oc(NC3=NCN(CC4CCCO4)CN3)nc2c1 (configuration not stated)
  -0.6	0	16	-4	3	-4	0.96	-12
> CC1CCN(c2ccc(C(F)(F)F)cc2N)CC1
  7.3	2	20	2	-1	6	0.97	-30
> O=C1c2ccccc2C(=O)C12OC2c1cccc2ccccc12 (configuration not stated)
  1.3	1	93*	1	-15	26	1.1	87*
> Cc1[nH]c2ccccc2c1/C=N/NC(=O)c1cc(-c2ccncc2)nc2ccccc12
  0.0	3	2	7	-26	27	0.97	0
> COc1cccc(C(C(=O)NC(C)(C)C)N(Cc2ccco2)C(=O)CCC(=O)Nc2cc(C)on2)c1OC (configuration not stated)
  -0.7	3	0	0	-13	-11	0.9	3
> O=C(Nc1ccc(N2CCCCC2)c(Cl)c1)c1cccnc1
  0.3	7	18	3	-5	31	0.9	7
> COc1cccc(-n2cnc3sc(-c4ccccc4)cc3c2=O)c1
  0.7	0	-19	0	-3	3	1	-2
> COc1ccc(S(=O)(=O)N2CCC(NC(=O)N3CCOCC3)CC2)cc1
  -1.2	3	11	2	-4	13	0.84	-9
> CCOc1cccc(N2C(=O)CC(N3CCN(c4ccc(S(=O)(=O)CC)cc4)CC3)C2=O)c1 (configuration not stated)
  0.0	0	9	-2	-4	-4	0.91	-18
> CCCOc1ccc(C(=O)NCC(c2ccco2)N(C)C)cc1OC (configuration not stated)
  -0.2	-8	-18	-2	-12	6	0.98	-5

# Screening results: PubChem, Sanford-Burnham Center for Chemical Genomics
